Screening data from PubChem.
Pf growth 96h: P. falciparum growth inhibition at 96 hours; P. falciparum luciferase reporter growth, 96 h; Potency, µM (titrated, usually from 28.7 µM), without a hit: top-dose activity change, negative = inhibition, most hits filed as inhibitors; 320,000 compounds, 6.9% hits; AID 504834; also: potency is read from the fitted curve at half-maximal effect; % is scaled to controls: 0 for no effect and ±100 for the full control effect
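P. falciparum expressing integrated firefly luciferase grown in erythrocytes (2% hematocrit, 0.05% parasitemia final) with compounds for 96 hours at 37 C, 5% CO2. Growth inhibition read as loss of luminescence after adding luciferase detection reagent.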
Shiga toxin inh: Shiga toxin inhibition; 290,000 compounds, 9.2% hits; Vero cells, Shiga toxin protein synthesis inhibition reporter; inhibition, % at 38.7 µM; in the data active = inhibition mostly above about 28%, no sharp cut-off; inactive = mostly below about 43%; also: 0% is about no effect
CHX counter: counter-screen for Shiga toxin inhibitors: cycloheximide protein synthesis inhibition | cell reporter, cycloheximide protein synthesis inhibition counterscreen | max response, % | 300,000 compounds, 12% hits | AID 2314; in the data active = max response mostly above about 13%, no sharp cut-off; inactive = mostly below about 14%; also: read at 38.3 µM for the half of the compounds with a filed dose; 0% is about no effect
Giardia FBPA inh: inhibitors of Giardia lamblia fructose-1,6-bisphosphate aldolase; A8B2U2; purified Giardia FBPA; Potency, µM (top dose mostly 59.6 µM), for the others: top-dose activity, negative = inhibition, most hits filed as inhibitors; 290,000 compounds, 0.71% hits; AID 2451; also: potency is read from the fitted curve at half-maximal effect; % is scaled to controls: 0 for no effect and ±100 for the full control effect; nearly all actives have a fitted effect of over 55% in size
Target sequence (A8B2U2 whole entry, looked up): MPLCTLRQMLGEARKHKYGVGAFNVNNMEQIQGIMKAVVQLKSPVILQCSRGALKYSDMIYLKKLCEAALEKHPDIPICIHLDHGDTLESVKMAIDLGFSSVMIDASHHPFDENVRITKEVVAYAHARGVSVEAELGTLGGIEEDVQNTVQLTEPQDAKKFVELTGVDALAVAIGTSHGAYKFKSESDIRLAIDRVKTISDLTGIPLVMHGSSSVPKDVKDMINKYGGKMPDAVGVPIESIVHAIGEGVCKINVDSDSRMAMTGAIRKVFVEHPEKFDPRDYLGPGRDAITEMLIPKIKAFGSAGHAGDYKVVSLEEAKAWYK
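Giardia FBPA (40 nM reagent) was preincubated 10 min at RT with compound (up to 57.5 uM final), then substrate plus GAPDH/TPI/NAD/arsenate coupling system with diaphorase/resazurin was added; resorufin fluorescence (525/598 nm) was read after 20 min.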
Pf growth 48h: inhibits P. falciparum growth in the first generation, 48 h; P. falciparum luciferase growth in erythrocytes, 48 h; Potency, µM (highest dose often 28.7 µM), for the others: top-dose activity change, negative = inhibition, actives largely listed as inhibitors; 310,000 compounds, 5.9% hits; also: potency is read from the fitted curve at half-maximal effect; % is scaled to controls: 0 for no effect and ±100 for the full control effect
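Compounds are pin-transferred into medium, infected erythrocytes (2% hematocrit, 0.1% parasitemia final) are added, and plates sit one parasite generation at 37 C in 5% CO2. Detection reagent is then added and luminescence measured.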
HCV inhibitor: blocks hepatitis C virus | Huh7.5.1 HCVcc-Cre infection, luciferase reporter, 44 h | Potency, µM (series often up to 41.8 µM), without a hit: at the highest dose activity change, negative = inhibition, actives largely listed as inhibitors | 340,000 compounds, 3.4% hits; also: potency is read from the fitted curve at half-maximal effect; % is scaled to controls: 0 for no effect and ±100 for the full control effect
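HCVcc-Cre virus at an moi near 0.5 was added right after compound to cells cultured 4 h from seeding (1,000 cells/well). Luciferase activity was determined 44 h later, 15 min after substrate addition at RT.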
* hit, by the source's call; ? = inconclusive; / = not tested or not shown; [ ] = another dose, or the depositor's remark. Unless noted, calls follow the shape of the dose curve; as a rule, active = well fitted curve in the direction sought with a large enough effect; inconclusive = small, poorly fitted or top-dose-only effect, or another doubt; inactive = no such curve, though single readings can be large; an effect the other way counts as inactive or inconclusive.

Order of results – Pf growth 96h	Shiga toxin inh	CHX counter	Giardia FBPA inh	Pf growth 48h	HCV inhibitor
O=c1[nH]cnc2c1N=C(c1cccc([N+](=O)[O-])c1)CC(c1ccccc1)N2 (stereo unspecified)
 : -29.0%	24.8	6.2	-6.2%	-19.9%	1.9%
CCOC(=O)/C(N=Nc1sc(C(=O)OC)c(C)c1C(=O)OCC)=C(\O)CCl
 : ?	8.1	-1.0	-12.2%	20.8%	?
COc1ccc(NC(=O)c2c(Cl)n(C)c3ccccc23)cc1
 : 138.6%[activator]	40.3*	10.8	-0.2%	34.9%[activator]	?
COc1cccc(NC(=S)C(C#N)=C2N(C)c3ccccc3N2C)c1
 : -12.0%	-1.4	-2.4	-11.5%	-1.2%	10.1%
CC(=O)N1C(C(=O)O)Cc2c([nH]c3ccccc23)C1C (stereo unspecified)
 : ?	-3.3	0.4	-7.3%	16.8%	26.0%
CCOc1ccccc1NC(=O)c1cccc(NC(=O)C(C)C)c1
 : ?	-5.3	0.6	-1.8%	-34.8%[5.75 µM]	?
COc1ccc(NS(=O)(=O)c2cc(NC(=O)/C=C/c3ccccc3OC)ccc2N2CCCCC2)cc1
 : 1.04µM*	17.0	-2.0	0.1%	1.04µM*	3.6%
CN1C(=O)C(CCC(=O)O)NC1=S (stereo unspecified)
 : 114.1%[activator]	36.2	-0.9	7.1%	-0.2%	17.2%
Cc1ccc(-n2cc(CCCCCCCCC(=O)O)nn2)cc1
 : 5.86µM*	-1.0	1.4	2.1%	0.7%	16.4%
O=C1CC(NNc2ccccc2)C(=O)N1c1ccccc1 (stereo unspecified)
 : 12.3%	27.1	6.9	-14.6%	-3.0%	4.4%
COC(=O)c1c(NC(=O)COC(=O)c2ccccc2O)sc2c1CCCCC2
 : 76.1%[activator]	12.6	-1.7	3.6%	20.8%	-3.0%
C=CCSc1nc2ccccc2n1Cc1nnc(-c2cccs2)o1
 : ?	42.9	7.2	-9.3%	/	-18.9%
CC1=C(C(=O)OC(C)(C)C)C(c2ccc(Br)cc2)NC(=O)N1CCCC(=O)O (stereo unspecified)
 : 0.8%	9.9	-2.3	9.1%	2.5%	24.6%
COc1ccc(-c2nnc3n2-c2ccccc2SC3)cc1OC
 : ?	9.0	-2.8	-15.5%	-18.7%	5.6%
O=c1/c(=C/c2ccc(CNS(=O)(=O)c3ccccc3)o2)sc2n1CCN=2
 : /	-4.5	-4.3	-27.9%	-28.4%	?
CCn1c(SCC(=O)NCCc2ccccc2)nc2c([nH]c3ccccc32)c1=O
 : -1.8%	11.4	-4.8	/	-26.1%	-7.4%
CCOC(=O)C1=C(N)Oc2c(oc(CO)cc2=O)C1c1ccc(Cl)cc1 (stereo unspecified)
 : ?	0.8	1.0	-2.9%	?	-17.3%
O=C(Nc1cccnc1)c1cc2c(ccc3ccccc32)o1
 : 170.5%[activator]	40.4*	57.2*	-20.2%	6.4%	?
CC1CCCCC1NC(=O)C(Cc1ccccc1)NS(=O)(=O)c1cccs1 (stereo unspecified)
 : ?	2.3	-1.5	2.1%	/	9.7%
CC(C)CNC(=O)C1C2C=CC(C2)C1C(=O)O (stereo unspecified)
 : 2.1%	-15.3	-0.8	-0.9%	1.5%	13.2%
COC(=O)C(Cc1c[nH]c2ccccc12)NC(=O)c1cccc(S(=O)(=O)N2CCCCC2)c1 (stereo unspecified)
 : ?	/	/	/	?	18.5%
O=[n+]1c2c(n([O-])c3cc(F)c(N4CCCC4)cc31)CCCC2
 : ?	60.6*	30.3*	?	60.4%[activator]	-8.0%
CCOc1cc(C(=O)NCc2nnc(SCC(=O)OC)n2C)cc(OCC)c1OCC
 : 40.9%[activator]	-10.2	-2.1	1.9%	9.7%	3.6%
CC(=O)c1cccc(S(=O)(=O)N(CCCO)Cc2cc3ccc(C)cc3[nH]c2=O)c1
 : -21.9%	8.7	-2.3	5.8%	10.3%	9.4%
CC(=O)Nc1ccc(NC(=O)C(C)OC(=O)c2cc(S(=O)(=O)N3CCOCC3)ccc2Cl)cc1 (stereo unspecified)
 : 13.4%	/	/	/	6.3%	-0.3%
CCNc1nc(NCC)nc(N(C)n2cnnc2)n1
 : -31.4%	-21.7	-5.0	-3.3%	-3.6%	-1.4%
Cc1ccc(N2CCCn3c2cc(C)c(C#N)c3=O)cc1Cl
 : 7.1%	8.9	-1.6	-14.7%	7.1%	8.0%
O=S(=O)(/C=C/c1ccccc1)N1CCc2ccccc2C1
 : 6.6%	-13.9	-2.8	-3.4%	8.0%[0.00184 µM]	3.4%
O=C(COc1ccccc1Cl)NCCNC(=O)c1ccco1
 : 2.5%	3.6	-1.0	-10.6%	4.3%	-0.7%
O=C(Cn1ncc(Cl)c(Cl)c1=O)N1CCOCC1
 : ?	37.9*	22.9*	3.5%	?	?
Cc1ccc(NC2CCCN(C(=O)CCC3=NNC(=O)CC3)C2)cc1C (stereo unspecified)
 : 8.28µM*	-11.3	1.0	/	7.8%	/
O=C(CSc1nc2nccnc2c(=O)n1Cc1cccs1)Nc1ccccc1F
 : ?	18.1	18.8	9.5%	10.4µM*	?
Cc1ccc(C)c(S(=O)(=O)NCC(=O)NCc2ccco2)c1
 : ?	-10.7	-6.5	3.6%	20.3%	2.3%
O=[N+]([O-])c1ccccc1/C=N/NC1=NS(=O)(=O)c2ccccc21
 : 38.4%[activator]	30.0	-1.5	-11.8%	?	22.4%
Cc1ccc(N(C)S(=O)(=O)c2cccc(C(=O)Nc3nnc(C4CC4)s3)c2)cc1
 : -16.0%	-8.5	-1.9	9.7%	23.7%	10.3%
COc1ccc(NC(=O)c2cc(C)nc3ccccc23)c(OC)c1
 : -0.2%	-14.7	0.3	-0.9%	-10.4%	7.2%
COc1ccc(C2C(=O)c3ccccc3C2=O)c(OC)c1
 : 44.7%[activator]	-12.5	1.1	4.5%	5.2%	9.8%
O=C(Cn1nnc(-c2ccccc2NC(=O)c2ccco2)n1)Nc1ccccc1
 : ?	2.8	-4.4	3.9%	-23.9%	?
Cc1cccc(NC(=O)CN2CCN(C(=O)c3cccc(-n4cnnn4)c3)CC2)c1C
 : ?	/	/	/	?	12.7%
Cc1csc(NC(=O)CSc2nc(C(C)C)nc3ccccc23)n1
 : -2.0%	5.3	1.7	4.0%	-21.5%	?
CCN(CC)CCCNC(=O)CSc1nc(C)cc(C)n1
 : 0.0%	-4.2	4.1	4.1%	7.3%	6.9%
O=C(Nc1cccnc1)c1ccc(N2CCOCC2)c([N+](=O)[O-])c1
 : ?	-2.1	1.1	-19.6%	4.9%	?
CCOc1cc(CN2CCN(Cc3ccc(C)o3)C(CCO)C2)ccc1OC (stereo unspecified)
 : ?	-12.3	10.2	-15.5%	10.3%	4.1%
CCOc1ccc2nc(NC(=O)C(CC)Sc3nc(C)cc(=O)[nH]3)sc2c1 (stereo unspecified)
 : /	89.5*	29.3*	-1.8%	70.1%[activator]	?
Cc1ccc(CSCC(=O)Nc2ccc3c(c2)OCO3)cc1
 : -100.0%	57.4*	21.3	-4.2%	/	-15.8%
Cc1cccc(NC(=O)Cn2c(=O)n(CCc3c[nH]c4ccccc34)c(=O)c3cccnc32)c1
 : 52.2%[activator]	31.4	6.2	2.7%	?	-2.0%[8.37 µM]
CCOc1ccc(NC(=O)CSc2nc3ccsc3c(=O)n2CCC(=O)O)cc1
 : 42.4%[activator]	28.4	-1.9	24.5%	21.8%	16.6%
Cc1ccc(-c2nc3ncccc3o2)cc1NC(=O)C(C)C
 : 6.2%	19.9	-2.1	8.6%	?	-20.6%
Oc1c(Cl)cc(Cl)cc1C(C#Cc1ccccc1)N1CCOCC1 (stereo unspecified)
 : -4.3%	25.7	-2.6	8.9%	?	27.6%
CSc1nc(NC(C)C)nc(N2CCOCC2)n1
 : -6.1%	-2.7	-3.0	-0.6%	-0.2%	?

New compounds follow:
Order of results – Pf growth 96h	Shiga toxin inh	CHX counter	Giardia FBPA inh	Pf growth 48h	HCV inhibitor
Cc1cc(=O)oc(C)c1C(=O)NC1CCCCCCC1
 : 1.0%	-4.6	-4.4	-1.6%	?	23.5%
CN(C)n1cccc1/C=C(\C#N)S(=O)(=O)c1cccc(Cl)c1
 : 13.8%	-14.8	-2.2	-3.5%	4.6%	6.7%
c1ccc2nc3c(nc2c1)OCC1CCCCN31 (stereo unspecified)
 : 130.7%[activator]	107.9*	53.5*	4.3%	-23.3%[0.00184 µM]	8.5%
CCOc1ccc(NC(=O)CN(C)C(=O)c2cc([N+](=O)[O-])ccc2N2CCCCC2)cc1OCC
 : ?	/	/	/	?	-19.2%
COc1ccc(C2CC(=O)C=C(NC3CCCC3)C2)cc1 (stereo unspecified)
 : ?	6.6	3.4	-3.8%	-14.9%	28.9%
Cc1cc(C(=O)CSc2nnnn2-c2ccccc2)c(C)n1CCc1ccccc1
 : 254.9%[activator]	-10.7	-2.0	1.8%	/	-5.7%
CC(C)(C)C(=O)OCc1nc(-c2ccc(O)c(O)c2)cs1
 : 1.9%	27.1	5.1	-29.1%	8.8%	-67.3%
CC1=C(C#N)C(C(F)(F)F)(C(F)(F)F)N=C(c2ccco2)N1
 : 8.28µM*	-10.9	-4.4	-13.6%	-5.5%	-13.9%
COc1cccc(CN(CC(=O)NC2CCCC2)C(=O)c2csnn2)c1
 : 2.6%	-8.4	-1.4	3.4%	12.8%	-5.0%
Cc1nn(-c2ccc(F)cc2F)c(=O)c2noc(C)c12
 : -17.8%	10.8	-2.5	2.4%	81.4%[activator]	8.1%

Arranged by molecular weight (smallest number first): part of the list above.
Order of results – Pf growth 96h	Shiga toxin inh	CHX counter	Giardia FBPA inh	Pf growth 48h	HCV inhibitor
c1ccc2nc3c(nc2c1)OCC1CCCCN31 (stereo unspecified)
 : 130.7%[activator]	107.9*	53.5*	4.3%	-23.3%[0.00184 µM]	8.5%
Cc1nn(-c2ccc(F)cc2F)c(=O)c2noc(C)c12
 : -17.8%	10.8	-2.5	2.4%	81.4%[activator]	8.1%
CCOc1ccc(NC(=O)CN(C)C(=O)c2cc([N+](=O)[O-])ccc2N2CCCCC2)cc1OCC
 : ?	/	/	/	?	-19.2%

(continued)
Order of results – Pf growth 96h	Shiga toxin inh	CHX counter	Giardia FBPA inh	Pf growth 48h	HCV inhibitor
CCOC(=O)c1cccc(NC(=O)c2cncc(Br)c2)c1
 : -23.4%	45.8*	41.4*	9.6%	?	-15.7%
CSc1ncccc1C(=O)NC1CC(C)(C)Cc2c1cnn2-c1ccccc1C (stereo unspecified)
 : 7.6%	-25.5	-1.6	/	-16.2%	1.4%
COc1ccc(CCNC(=O)CN2CCN(c3cccc(C(F)(F)F)c3)CC2)cc1
 : ?	-17.8	-3.7	-4.4%	/	-5.2%
CCCCNC(=O)N(C)c1nc2ccccc2s1
 : 37.6%[activator]	67.8*	50.0*	-4.5%	66.6%[activator]	-23.4%
CC(C)N(C(=O)Cn1c(=O)oc2ccccc21)c1ccccc1
 : 48.4%[activator]	-6.4	1.5	-1.8%	-18.1%	8.2%
C/C(CC(=O)Nc1ccc(C)cc1C)=N\NC(=O)C(C)C
 : ?	23.3	13.6	1.6%	11.2%	3.5%
CC#C[C@@H](CC)c1ccc2ccn(C)c2c1
 : ?	/	/	/	?	6.5%
